TNAP inh hiacc: human TNAP enzyme inhibitors, primary screen, biochemical, luminescent, high phosphate acceptor level, uHTS; Alkaline phosphatase, tissue-nonspecific isozyme (Homo sapiens), P05186; purified TNAP, CDP-star luminescence, 1 M DEA; inhibition, % at 20 µM; 200,000 tested, 0.03% active; AID 1135, 2008;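 active = over 50% inhibition of tissue-nonspecific alkaline phosphatase at 20 µM in the single-dose screen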;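 also: plate controls were DMSO wells for no effect and EDTA-quenched wells as full inhibition for full effect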
Target sequence (P05186 whole entry, looked up): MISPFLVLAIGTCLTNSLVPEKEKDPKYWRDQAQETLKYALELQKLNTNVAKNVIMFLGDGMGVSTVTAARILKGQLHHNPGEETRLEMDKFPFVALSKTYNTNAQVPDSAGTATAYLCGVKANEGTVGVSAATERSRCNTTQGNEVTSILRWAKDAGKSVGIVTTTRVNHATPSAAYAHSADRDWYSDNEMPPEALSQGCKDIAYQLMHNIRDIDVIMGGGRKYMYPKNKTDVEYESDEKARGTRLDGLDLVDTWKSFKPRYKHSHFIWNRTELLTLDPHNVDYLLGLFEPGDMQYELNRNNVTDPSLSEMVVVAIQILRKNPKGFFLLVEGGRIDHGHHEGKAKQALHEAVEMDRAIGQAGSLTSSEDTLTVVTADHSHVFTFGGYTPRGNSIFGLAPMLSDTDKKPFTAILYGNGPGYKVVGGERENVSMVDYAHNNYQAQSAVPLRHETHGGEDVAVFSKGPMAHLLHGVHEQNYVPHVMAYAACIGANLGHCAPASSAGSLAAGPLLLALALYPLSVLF
L major viab: Leishmania major promastigote growth inhibition, primary screen; Leishmania major promastigotes, resazurin fluorescence viability; inhibition, % at 10 µM; 200,000 tested, 9% active; AID 1063, 2008; in the data active = inhibition above about 50%;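 also: promastigotes grown with compound for 44 hours at 28 °C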
TNAP inh noacc: human TNAP enzyme inhibitors, primary screen, biochemical, luminescent, no phosphate acceptor, uHTS. inhibition, % at 20 µM. AID 1012, 2008. Alkaline phosphatase, tissue-nonspecific isozyme (Homo sapiens), P05186. 200,000 tested, 0.26% active. purified TNAP, CDP-star luminescence, 30 min;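 active = tissue-nonspecific alkaline phosphatase inhibition above about 50% at 20 µM in the single-dose screen, limit read from the data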;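 also: 0% = DMSO negative control and 100% = EDTA positive control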
APP transl inh: inhibitors of APP translation via 5'UTR reporter, primary screen, APP 5'UTR luciferase, SH-SY5Y cells; inhibition, % at 2 µM; 190,000 tested, 0.82% active; SH-SY5Y APP 5'UTR-luciferase reporter, luminescence;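 active = inhibition above a set limit, derived from the sample mean plus 3 SD, cut at about 45% in these data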; also: values of inactives mirror those of a sister screen read the other way
bIAP inhibitor: bovine intestinal alkaline phosphatase inhibitors, primary screen, selectivity assay for TNAP inhibitor project, biochemical, bovine IAP, CDP-star luminescence. purified bovine IAP, 30 min. inhibition, % at 20 µM. alkaline phosphatase, intestinal [Bos taurus]. AID 1019, 2008. 190,000 tested, under 10 active;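 active = over 50% inhibition of intestinal alkaline phosphatase at 20 µM in the single-dose screen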
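test system = bovine IAP enzyme | medium = DEA buffer 100 mM, pH 9.8, with MgCl2 1.0 mM, ZnCl2 0.02 mM | detection = luminescence | dosing = single compound dose of 20 µM, 2% DMSO final | incubation = 30 min reaction at room temperature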
FLuc act counter: FLuc activators, initial screening, artefact control for FLuc-dependent activation tests, biochemical, ATPlite luminescence; Luciferin 4-monooxygenase (Photinus pyralis), P08659; ATPlite luciferase biochemical, 10 min; 0 = ATP-free wells, 1 = DMSO control; activation factor at 10 µM; 200,000 tested, under 10 active; AID 1027, 2008;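 active = luciferase activation factor, scaled between plate controls, of at least 2 with compound at 10 µM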
Target sequence (P08659 whole entry, looked up): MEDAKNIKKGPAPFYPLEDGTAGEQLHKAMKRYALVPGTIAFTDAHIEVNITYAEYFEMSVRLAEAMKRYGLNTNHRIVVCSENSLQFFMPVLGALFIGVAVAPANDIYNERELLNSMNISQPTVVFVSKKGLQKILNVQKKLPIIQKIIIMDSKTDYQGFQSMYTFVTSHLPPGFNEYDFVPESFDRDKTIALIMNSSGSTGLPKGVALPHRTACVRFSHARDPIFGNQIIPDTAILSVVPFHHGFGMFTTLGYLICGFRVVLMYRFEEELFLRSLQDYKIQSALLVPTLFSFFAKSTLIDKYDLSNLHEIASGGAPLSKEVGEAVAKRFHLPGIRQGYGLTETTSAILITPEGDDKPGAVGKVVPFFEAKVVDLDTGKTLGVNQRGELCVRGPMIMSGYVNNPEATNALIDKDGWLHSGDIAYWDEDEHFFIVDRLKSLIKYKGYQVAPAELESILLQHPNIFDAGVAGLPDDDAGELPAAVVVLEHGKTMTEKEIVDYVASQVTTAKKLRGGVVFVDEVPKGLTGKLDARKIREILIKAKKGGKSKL
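Material: Luciferase/luciferin reagent mix | Doses: Test compounds dosed from 2 mM stocks in 100% DMSO | Timing: 10 min incubation after luciferase reagent addition, room temperature | Measured by: Luminescence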
FLuc inh counter: firefly luciferase enzyme inhibitors, primary screen, artefact control for luciferase-based inhibitor screens, biochemical, luminescence, ATPLite; Luciferin 4-monooxygenase (Photinus pyralis), P08659; 10 min; inhibition, % at 10 µM; 200,000 tested, 1.5% active; AID 1006, 2008;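 active = inhibition above about 50% when tested at 10 µM, limit read from the data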
RAM inhibit: inhibitors of the yeast RAM network, primary screen, dse1pr::URA3 reporter, 5-FOA selection; inhibition, % at 50 µM; 190,000 tested, 1.8% active; S. cerevisiae dse1pr::URA3 reporter, 5-FOA growth OD615, 2 d; analog-sensitive cbk1-as2 kinase mutant strain;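 active = inhibition above a set limit, 3 SD over mean compound inhibition, cut at about 8.4% in these data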;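 also: 0% = DMSO-only wells with no growth and 100% = 10 µM 1-NA-PP1 full growth; inhibition rescues growth on 5-FOA so higher OD means more RAM inhibition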
TNAP act hiacc: TNAP activators at high phosphate acceptor level, primary screen, biochemical, luminescence, uHTS. Alkaline phosphatase, tissue-nonspecific isozyme (Homo sapiens), P05186. purified TNAP, CDP-star luminescence, 1 M DEA, 30 min; stronger effect = higher value; 0 = EDTA background, 1 = DMSO-only activity. activation factor at 20 µM. 200,000 tested, under 10 active;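 active = activation factor at least 2 at 20 µM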
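Assay system: human TNAP; Input: enzyme diluted 1/800 final; Reagent: CDP-star luminogenic substrate at 100 µM final; Timing: 30 min, room temperature; Signal: luminescence; Evaluation: TNAP activation factor scaled between EDTA and DMSO control wells.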
bIAP act: bovine intestinal alkaline phosphatase activators, primary screen, biochemical, bovine IAP, CDP-star luminescence; alkaline phosphatase, intestinal [Bos taurus]; purified bovine IAP, 30 min; stronger effect = higher value; fold of DMSO-control signal, blank-subtracted; activation factor at 20 µM; 200,000 tested, 0.17% active; AID 1016, 2008;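 active = activation factor of 2 or more at 20 µM, a signal rise over negative controls twice the positive control's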
An asterisk follows results filed as active.

SMILES | TNAP inh hiacc | L major viab | TNAP inh noacc | APP transl inh | bIAP inhibitor | FLuc act counter | FLuc inh counter | RAM inhibit | TNAP act hiacc | bIAP act
CCc1ccc(C(=O)NCc2ccc(Cl)cc2Cl)cc1 | -3.3 | -2.7 | -20.9 | 1.3 | 33.0 | 1 | 0.3 | 5.8 | 1 | 0.7
O=C(Cc1ccccc1)Nc1ccccc1C(=O)Nc1ccc(C(=O)O)cc1 | -1.9 | -10.2 | -6.1 | 13.3 | -16.1 | 1.1 | -7.2 | 4.0 | 1 | 1.2
COc1ccc(S(=O)(=O)N2CCN(CCO)CC2)cc1-c1nnc2c3ccccc3c(C)nn12 | -3.7 | -5.0 | 2.2 | 25.9 | -3.5 | 1.1 | -7.4 | 1.4 | 1 | 1
O=C(CC1C(=O)NCCN1Cc1cccc(Oc2ccccc2)c1)NCC1CCOCC1 (stereo not given) | -0.3 | -8.5 | -7.1 | 4.9 | -4.3 | 1 | -1.7 | 1.8 | 1 | 1
COc1ccc2ncc(S(=O)(=O)c3ccccc3)c(N3CCC4(CC3)OCCO4)c2c1 | -2.9 | 6.0 | -7.8 | 1.0 | -2.4 | 1 | -1.7 | 1.1 | 1 | 1
O=C(NC(=S)Nc1nc2ccccc2s1)c1cccs1 | 5.2 | 45.7 | -0.5 | -145.4 | -1.2 | 0.1 | 90.4* | 5.6 | 0.9 | 1
Cc1cccc(Nc2nnc(SC/C(O)=C(\C#N)c3nc4ccccc4[nH]3)s2)c1C | -5.1 | 1.4 | -17.2 | 7.7 | 25.3 | 1.1 | -5.5 | 6.3 | 1.1 | 0.7
O=C(CS(=O)CC(=O)N(CC(=O)NC1CCCC1)c1ccc2c(c1)OCCO2)Nc1ccc(F)cc1 (stereo not given) | -3.2 | -6.9 | 0.7 | 3.3 | 0.6 | 1 | -2.7 | -0.1 | 1 | 1
C=CCSc1nc(-c2ccccc2)c2cc(Cl)ccc2n1 | 3.4 | 8.2 | -2.9 | 7.6 | 36.1 | 1 | -3.0 | 7.4 | 1 | 0.6
CCOC(=O)C1=C(CC)Nc2ccccc2N=C1NC(=O)Nc1ccccc1OC | -5.6 | 0.9 | -6.3 | -10.5 | 4.3 | 1.1 | -8.6 | 4.1 | 1.1 | 1
C1CCC(OCCN2CCN(CCOC3CCCCC3)CC2)CC1 | -3.9 | 94.5* | -7.8 | -0.9 | -14.2 | 1 | 0.5 | 0.6 | 1 | 1.1
CC(/C=N/n1c(C2CCCCC2)n[nH]c1=S)=C\c1ccccc1 | 4.9 | -5.9 | 41.6 | 5.4 | 30.3 | 1.1 | -11.4 | 0.2 | 1 | 0.7
Cc1ccc(C(=O)C[n+]2ccc3ccccc3c2)cc1 | -2.0 | 14.3 | -13.0 | -9.4 | 20.8 | 1 | -4.9 | 0.0 | 1 | 0.8
Cn1c2c(c(=O)n(C)c1=O)C(C(F)(F)F)(C(F)(F)F)N=C(c1ccc(Cl)cc1)N2 | -3.6 | 100.0* | -9.5 | 51.4* | 1.0 | 1 | -0.5 | -0.3 | 1 | 1
Cc1c(-c2nn(C)c(=O)c3ccccc23)oc2ccc(F)cc2c1=O | -2.6 | 94.9* | -10.8 | -10.1 | 6.4 | 1.1 | -6.9 | 0.6 | 1 | 0.9
NS(=O)(=O)c1cc(C(=O)OCC(=O)Nc2ccccc2[N+](=O)[O-])ccc1Cl | 8.4 | 2.4 | 8.0 | 9.3 | 3.0 | 1 | -4.3 | 4.5 | 0.9 | 1
O=C(NC1CC1)c1ccc(COc2ccc(F)cc2)o1 | -2.7 | -1.2 | 0.6 | -20.1 | 6.0 | 1.1 | -6.6 | 1.7 | 1 | 0.9
NC(=S)N/N=C/c1ccc(Br)o1 | -5.1 | -4.0 | -12.5 | 15.0 | -13.5 | 1.1 | -5.7 | 0.4 | 1.1 | 1.1
O=C(NCc1ccco1)c1ccc(COc2cccc3ccccc23)cc1 | -6.2 | -1.4 | -17.9 | -10.2 | 32.0 | 1.1 | -9.3 | 8.2 | 1.1 | 0.7
COC(=O)c1cc(C(=O)c2cc(Cl)ccc2O)coc1=N | -1.2 | -5.2 | -4.6 | 5.0 | 36.5 | 1 | -1.5 | 1.0 | 1 | 0.6
COCCN1CC(=O)N(c2cccc(C)c2C)C(c2ccc(Cl)cc2)C1=O (stereo not given) | -8.5 | 0.3 | -14.4 | -0.5 | -6.1 | 1.1 | -9.6 | -1.0 | 1.1 | 1.1
CCOC(=O)c1ccccc1NC(=O)/C=C/C(=O)O | -3.8 | 45.3 | -3.4 | -4.8 | 8.3 | 1 | -0.3 | 0.0 | 1 | 0.9
CC(/C=C/c1ccco1)=N/NC(=O)c1ccccc1Cl | -2.9 | -4.3 | -7.7 | -20.7 | 4.5 | 1 | -1.3 | 1.8 | 1 | 1
Cc1ccc(OS(=O)Nc2cccc3nccnc23)cc1 (stereo not given) | -1.8 | -1.5 | 4.4 | -5.3 | 20.6 | 1 | -3.9 | 0.6 | 1 | 0.8
COC(CNC(=O)C1CCCN1C(=O)OCc1ccccc1)OC (stereo not given) | 0.9 | -3.3 | -5.4 | -8.7 | 0.3 | 1 | -3.4 | 1.4 | 1 | 1

An excerpt from above in order of length of the SMILES, descending.
SMILES | TNAP inh hiacc | L major viab | TNAP inh noacc | APP transl inh | bIAP inhibitor | FLuc act counter | FLuc inh counter | RAM inhibit | TNAP act hiacc | bIAP act
Cc1cccc(Nc2nnc(SC/C(O)=C(\C#N)c3nc4ccccc4[nH]3)s2)c1C | -5.1 | 1.4 | -17.2 | 7.7 | 25.3 | 1.1 | -5.5 | 6.3 | 1.1 | 0.7
CC(/C=N/n1c(C2CCCCC2)n[nH]c1=S)=C\c1ccccc1 | 4.9 | -5.9 | 41.6 | 5.4 | 30.3 | 1.1 | -11.4 | 0.2 | 1 | 0.7
O=C(NC(=S)Nc1nc2ccccc2s1)c1cccs1 | 5.2 | 45.7 | -0.5 | -145.4 | -1.2 | 0.1 | 90.4* | 5.6 | 0.9 | 1

(next part)
SMILES | TNAP inh hiacc | L major viab | TNAP inh noacc | APP transl inh | bIAP inhibitor | FLuc act counter | FLuc inh counter | RAM inhibit | TNAP act hiacc | bIAP act
Cc1ccc(Cn2ccc(NC(=O)c3cc(C(C)C)on3)n2)cc1 | -0.8 | 17.5 | -9.3 | 5.6 | -19.0 | 1 | 0.0 | 3.7 | 1 | 1.2
COc1ccc(C(=O)NC2(C(F)(F)F)NC(=O)N(CCCc3ccccc3)C2=O)cc1OC (stereo not given) | -3.2 | 0.7 | -7.4 | 11.2 | -38.1 | 1.1 | -7.8 | 2.7 | 1 | 1.4
COc1cc(/C=N\Nc2ccc([N+](=O)[O-])cc2)ccc1OCC(=O)Nc1ccc(C)c(C)c1 | 20.0 | -5.8 | 16.9 | -18.4 | 21.3 | 1 | -4.3 | 4.2 | 0.8 | 0.8
c1ccc(-c2nnc(N3CCOCC3)c3ccccc23)cc1 | -3.2 | 14.0 | -6.2 | -1.6 | -15.7 | 1 | -3.3 | -0.4 | 1 | 1.2
CC(=O)N/C(=C\c1ccccc1Cl)C(=O)O | -2.9 | 26.1 | -4.2 | 9.1 | 6.2 | 1 | -3.1 | 0.3 | 1 | 0.9
C=CCCCCCCCCC(=O)Nc1c[nH]c(=O)[nH]c1=O | -2.0 | 93.4* | -31.5 | -9.2 | 3.3 | 1 | -0.1 | 3.8 | 1 | 1
CCN(Cc1ccccc1)C(=O)COC(=O)c1cnc(C)cn1 | -3.2 | -7.2 | -2.8 | -6.5 | -5.7 | 1.1 | -8.5 | 1.1 | 1 | 1.1
CCOC(=O)N1CCC(NC(=O)Cn2cc3c(n2)CCCCC3)CC1 | -1.7 | -12.8 | -9.0 | -14.4 | -1.2 | 1 | 1.5 | 0.7 | 1 | 1
CCOc1ccc(C(=O)NCCc2ccc3c(c2)OCCO3)cc1 | -3.5 | -5.0 | -6.0 | 3.1 | -6.6 | 0.9 | 8.7 | 0.8 | 1 | 1.1
COc1ccccc1OCCCN1C(=O)C(=O)c2cccc(C)c21 | -1.9 | -7.1 | -1.9 | 14.2 | 12.5 | 0.9 | 9.3 | -0.5 | 1 | 0.9
COc1ccc(-c2nnc(SCc3cccc(C#N)c3)o2)cc1 | -2.2 | -6.8 | -6.6 | 5.9 | 8.5 | 1 | -1.5 | 6.3 | 1 | 0.9
COCCCNC(=S)NC1CC2CCC(C1)N2Cc1ccccc1 (stereo not given) | -4.2 | 23.6 | -4.9 | 2.5 | 24.1 | 1.1 | -6.0 | -0.5 | 1 | 0.8
O=C(COC(=O)/C=C/c1ccc(S(=O)(=O)N2CCOCC2)cc1)NCc1ccc(Cl)cc1 | -2.3 | -2.9 | -11.6 | -31.4 | 10.2 | 1.1 | -8.5 | 1.2 | 1 | 0.9
N#CCCn1cc(C(=O)Nc2ccc(C(=O)O)cc2)c(-c2cc3ccccc3o2)n1 | 0.9 | -10.4 | -1.7 | 5.0 | -12.5 | 1 | -1.3 | 3.4 | 1 | 1.1
COc1cc(NC(=O)CN2CCC(C)CC2)c(C)cc1[N+](=O)[O-] | 3.4 | 1.4 | 12.6 | -25.2 | -0.9 | 1 | -2.9 | 2.4 | 1 | 1
COc1ccc(N2CCN(S(=O)(=O)c3ccc(Cl)c(C(F)(F)F)c3)CC2)cc1 | 4.2 | -1.8 | 3.0 | 2.1 | 4.0 | 1 | 3.3 | 4.4 | 1 | 1
CCOc1ccc(S(=O)(=O)N(CCO)CCO)cc1-c1nc2c(C(C)(C)C)nn(C)c2c(=O)[nH]1 | -5.9 | 1.9 | -9.8 | 4.0 | 0.0 | 1.1 | -6.3 | -0.1 | 1.1 | 1
COc1ccc(C(=O)N2CC3(CC(c4ccc(Cl)cc4)=NO3)C[C@H]2C(=O)NCC(N)=O)cc1 (stereo not given in full) | -2.4 | -7.0 | -9.4 | 12.0 | -0.1 | 1.1 | -8.9 | -0.4 | 1 | 1
CCC(C)c1ccc(NC(=O)CN(C)CC(=O)Nc2cccc(OC)c2)cc1 (stereo not given) | -1.6 | 9.2 | -12.3 | 2.3 | -14.0 | 1 | -3.2 | -0.1 | 1 | 1.1
COc1ccc(NC(=O)COC(=O)c2ccc(Br)o2)cc1OC | -8.7 | 17.7 | 0.6 | -15.6 | 0.4 | 1.1 | -6.3 | 6.0 | 1.1 | 1
Cc1cc(NC(=O)CCC(=O)N(CC(=O)NC2CCCC2)c2ccccc2)no1 | -4.1 | -3.2 | -11.9 | 0.4 | 32.4 | 1.1 | -6.9 | -0.7 | 1 | 0.7

Assay outcomes: PubChem, several laboratories
